TRHR agonist = activates the human TRH receptor. P34981. TRHR cells, calcium flux fluo-8, FDSS agonist mode. activation, % at 2 µM. actives 0.18% (n = 360,000); in the data active = activation above about 30%; note: 0% is about no effect
Target sequence (P34981 whole entry, looked up): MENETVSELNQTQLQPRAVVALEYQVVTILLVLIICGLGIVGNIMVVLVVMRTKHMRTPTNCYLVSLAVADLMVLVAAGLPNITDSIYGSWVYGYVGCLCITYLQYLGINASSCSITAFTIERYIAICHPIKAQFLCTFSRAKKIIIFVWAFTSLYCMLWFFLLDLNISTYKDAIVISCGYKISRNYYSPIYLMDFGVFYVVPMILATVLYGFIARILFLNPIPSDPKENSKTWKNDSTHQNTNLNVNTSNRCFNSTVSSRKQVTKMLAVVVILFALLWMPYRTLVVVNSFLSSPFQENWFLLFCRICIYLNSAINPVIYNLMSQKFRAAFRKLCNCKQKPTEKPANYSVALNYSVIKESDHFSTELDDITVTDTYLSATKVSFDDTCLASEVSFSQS
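In this calcium-flux screen, cells bearing human TRHR are dye-loaded with fluo-8, baselined for 10 cycles, then exposed to library compounds; positive kinetic calcium responses during the agonist phase mark hits, with TRH as control.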
Pin1 inhibitor = blocks the human prolyl isomerase Pin1 | Pin1 FP peptide displacement, HiFluor488, 10 min | Potency, µM (series often up to 115 µM), for inactives: top-dose activity, negative = inhibition, actives largely listed as inhibitors | actives 0.009% (n = 390,000) | AID 504891; active = well fitted inhibition curve with a large enough effect in the polarisation, with a control signal flat, not every such curve was filed as active; inconclusive = small, poorly fitted or top-dose-only effect, or effect the other way, or a change in a side signal; inactive = no such curve, though single readings can be large or run the other way; the % refers to the polarisation; note: potency is the fitted concentration of half-maximal effect; % is set by controls: 0 for no effect and ±100 for the full control effect
Target sequence (Q13526 whole entry, looked up): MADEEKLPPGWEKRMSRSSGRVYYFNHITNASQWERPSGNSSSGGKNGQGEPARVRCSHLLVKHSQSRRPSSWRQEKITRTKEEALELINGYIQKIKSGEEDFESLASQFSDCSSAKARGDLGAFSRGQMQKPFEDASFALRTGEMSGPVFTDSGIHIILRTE
USP1 inh = blocks the human USP1/UAF1 deubiquitinase complex; O94782; recombinant USP1/UAF1, Ub-Rhodamine cleavage fluorescence; Potency, µM (doses to about 57.1 µM), without a hit: at the highest dose activity change, negative = inhibition, most hits filed as inhibitors; actives 0.23% (n = 390,000); AID 743255; note: potency is the fitted concentration of half-maximal effect; % is set by controls: 0 for no effect and ±100 for the full control effect; nearly all actives have a fitted effect of over 60% in size; inactives centre near -12
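In this screen, compounds sit with the deubiquitinase complex (1nM) for 15 min at room temperature before Ub-Rho is added at 150nM final. Fluorescence rise is then followed for 6 reads every 60 seconds.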
TRHR PAM = TRH receptor (human) allosteric enhancement; P34981; TRHR cells, fluo-8 calcium fluorescence, EC20 TRH enhancement; enhancement, % at 2 µM; actives 0.66% (n = 360,000); in the data active = enhancement above about 30%; note: 0% is about no effect
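Enhancer read-out: after compound pinning and an initial kinetic agonist-mode read, an EC20 of TRH (10 nM final) was injected and fluo-8 calcium signal (Ex 480/Em 530) followed at 1 s/cycle for 100 cycles in TRHR-expressing cells.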
D2 antagonist = antagonizes the human D2 dopamine receptor; P14416; HEK293 TREx D2 cells, calcium flux, dopamine EC80; inhibition, % at 10 µM; actives 2% (n = 340,000); AID 485344; in the data active = inhibition above about 30%; note: 0% is about no effect
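In this primary screen, negative modulation is detected by tracking calcium flux after an EC80 dopamine challenge in inducible HEK293 T-REx D2 cells preexposed to test compound for 180 s.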
TrxR1 inh = inhibitors of rat thioredoxin reductase 1 | O89049 | recombinant rTrxR1, NADPH fluorescence consumption, selenite substrate | AID 588453 | Potency, µM (doses to about 114 µM), for the others: at the top dose activity change, negative = inhibition, hits mostly inhibitors | actives 1% (n = 390,000); note: potency is the fitted concentration of half-maximal effect; % is set by controls: 0 for no effect and ±100 for the full control effect; nearly all actives have a fitted effect of over 65% in size
Target sequence (O89049 whole entry, looked up): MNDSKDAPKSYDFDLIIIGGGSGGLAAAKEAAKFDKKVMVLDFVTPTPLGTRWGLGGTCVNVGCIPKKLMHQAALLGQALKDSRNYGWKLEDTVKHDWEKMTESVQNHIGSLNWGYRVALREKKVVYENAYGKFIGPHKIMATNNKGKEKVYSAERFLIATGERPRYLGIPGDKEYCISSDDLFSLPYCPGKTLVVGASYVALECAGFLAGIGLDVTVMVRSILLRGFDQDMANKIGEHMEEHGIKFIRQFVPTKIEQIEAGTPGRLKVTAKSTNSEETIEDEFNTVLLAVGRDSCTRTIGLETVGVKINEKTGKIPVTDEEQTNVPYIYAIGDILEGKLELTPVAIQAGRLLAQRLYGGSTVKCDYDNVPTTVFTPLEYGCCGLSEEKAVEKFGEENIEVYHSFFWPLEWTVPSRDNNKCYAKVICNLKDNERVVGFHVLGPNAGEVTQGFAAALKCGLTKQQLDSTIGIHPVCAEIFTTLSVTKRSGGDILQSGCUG
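Rat TrxR1 (90 nM in the dispensed reagent) was pre-reduced with 400 uM NADPH for 5 min at room temperature, then incubated with compound for 15 min. After 400 uM selenite was added, NADPH fluorescence (Ex 340/Em 450 nm) was followed for 8 min.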
mIDH1 inhibitor = blocks human mutant IDH1 R132H enzyme | O75874 | IDH1-R132H enzyme, NADPH consumption, diaphorase/resazurin fluorescence | Potency, µM (doses to about 76.6 µM), for the others: at the top dose activity change, negative = inhibition, usual class: inhibitors | actives 0.093% (n = 390,000) | AID 602179; note: potency is the fitted concentration of half-maximal effect; % is set by controls: 0 for no effect and ±100 for the full control effect; nearly all actives have a fitted effect of over 65% in size
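IDH1-R132H (0.5 ug/mL dispensed) in pH 7.5 Tris buffer was preincubated 30 min with compound, then given a substrate mix of 0.016 mM NADPH and 2 mM alpha-KG for 80 min at room temperature; remaining NADPH was read by diaphorase/resazurin fluorescence.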
D2 ag = agonists of human D2 dopamine receptor; activation, % at 2 µM; actives 0.53% (n = 340,000); AID 485358; HEK293 T-REx D2 cells, calcium flux agonist mode;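 active = activation over 3 SD above normal in the single-dose calcium agonist read, cut at about 30% in these data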; note: 0% is about no effect
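Calcium-flux readout, 1 cycle/sec over 180 s following compound pin transfer, in inducible HEK293 Trex D2 cells (force-coupled); dopamine controls included. Positive calcium responses during this window marked compounds as potential agonists.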
TrxR1 substrate = is turned over as a substrate by rat TrxR1; Potency, µM (titrated, usually from 114 µM), without a hit: at the highest dose activity change, negative = substrate turnover; actives 0.01% (n = 390,000); O89049; purified TrxR1 substrate turnover, NADPH consumption readout; note: potency is the fitted concentration of half-maximal effect; % is set by controls: 0 for no effect and ±100 for the full control effect; nearly all actives have a fitted effect of over 50% in size
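Rat TrxR1, dispensed at 90 nM, was prereduced with 400 uM NADPH (final) for 5 min at ~22 deg C, then incubated with compound 15 min before 400 uM selenite. A first-read NADPH fluorescence drop versus no-compound background flagged substrates.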
Active calls of the source: *; u = inconclusive; x = not tested or not shown; & = joins results of further samples; [ ] = another dose, or the depositor's remark. Unless noted, calls come from the whole dose curve; as a rule, active = well fitted inhibition curve with a large enough effect; inconclusive = small, poorly fitted or top-dose-only effect; inactive = no such curve, though single readings can be large or run the other way. An excerpt. The share of hits here may be higher or lower than overall.

SMILES | TRHR agonist | Pin1 inhibitor | USP1 inh | TRHR PAM | D2 antagonist | TrxR1 inh | mIDH1 inhibitor | D2 ag | TrxR1 substrate
Cc1oc(-c2ccccc2F)nc1CSCC(=O)NCCc1ccccc1 | -0.1 | 0% | -10% | 25 | x | -10% | 0% | x | 4%
CCOc1cc(-c2cc(-c3ccc(C)o3)nc(N)c2C#N)ccc1O | -1.0 | 14% | -18% | 4 | 13 | -1% | -2% | -1.4 | 17%
Cc1ccc(CN2C(=O)CCC2C(=O)NCCN2CCOCC2)cc1 (stereo not drawn) | 0.1 | -8% | -7% | 1 | -10 | 1% | -4% | 0.1 | 3%
Cc1ncoc1C(=O)N1CCCC(C(=O)c2ccc3c4c(cccc24)CC3)C1 (stereo not drawn) | 0.3 | -1% | -16% | 1 | 7 | 7% | 0% | 1.5 | 22%
COc1ccc(C2C(C(C)=O)=C(O)C(=O)N2c2nccs2)cc1 (stereo not drawn) | -0.1 | 2% | -21% | 5 | 7 | 16%[57.1 µM] | 2% | 0.1 | -14%
CSc1ncccc1C(=O)OCC(=O)NCc1cccs1 | x | -2% | -2% | x | x | 10% | 5% | x | -2%
O=C(CN1C(=O)CCSc2ccc(S(=O)(=O)N3CCCC3)cc21)Nc1ccccc1 | 3.6&-0.2 | 11%&6% | -22%&-13% | -7&22 | 8 | 28% | 7%&19% | 1.7&-1.1 | 8%
COc1ccc(NC(=O)CCC(=O)NCCO)cc1 | -0.7 | 0% | -18% | 0 | -2 | 2%[57.1 µM] | 4% | 0.7 | -2%[57.1 µM]
COC(=O)c1c(NC(=O)COc2ccc(C(C)C)cc2)sc2c1CCCC2 | 1.0 | -2% | -28% | 19 | x | -7% | x | 1.1 | -5%
O=C(c1cc2c(=O)n3ccccc3nc2s1)N1CCOCC1 | 0.9 | 0% | -12% | 8 | -5 | -125% | 1% | 0.3 | 209%[activator]
O=C(Nc1c(S(=O)(=O)c2ccc(Cl)cc2)csc1Br)c1ccccc1Cl | -0.9 | 8% | -11% | 2 | 2 | 21%[57.1 µM] | 2% | -0.8 | 10%[57.1 µM]
COc1cc(OC)c(C(=O)N2CCN(c3ccccn3)CC2)cc1OC | 0.3 | -1% | -22% | 0 | -3 | 6% | 9% | 0.2 | 2%
Cc1cc(C(F)(F)F)nn1CC(=O)NCc1ccco1 | 0.2 | -10% | -19% | -2 | 10 | -7% | -2% | 1.0 | 2%
Cn1cccc1C(=O)OCC(=O)NC(=O)NC1CCCCC1 | 0.5 | -5% | -19% | 2 | 6 | u | 0% | 0.3 | 0%
CCC(C)[C@H](NC(=O)N1CCn2c1nc1ccccc12)C(=O)NCCc1ccc(OC)c(OC)c1 (stereo partly drawn) | -1.0 | -5% | -26% | -4 | 23 | 25% | 3% | 0.1 | -1%
CCc1nnc(NC(=O)CCC(=O)N2CCN(Cc3ccc(Cl)cc3)CC2)s1 | 0.7 | 5% | 5% | -5 | 14 | -23% | -1% | -1.7 | -13%
Cc1cc(C)cc(C(=O)n2cnnc2N)c1 | -0.2 | 0% | -8% | 1 | 8 | -4%[57.1 µM] | 13% | 0.8 | -8%
C/C(=N\NC(=O)c1cccc(S(=O)(=O)N2CCCC2)c1)c1ccc(F)cc1 | 1.0 | 0% | -2% | 8 | -5 | 5% | -11% | 1.8 | 2%
COc1ccc(CCNC(=O)CC2Nc3ccccc3NC2=O)cc1 (stereo not drawn) | -0.7 | 14% | -5% | -3 | 6 | -8% | 0% | 1.0 | 9%
CCN(CC)CCn1c(NCc2nc3ccccc3n2Cc2ccccc2)nc2ccccc21 | -1.6 | 0% | -13% | -17 | 0 | -2% | 8% | -0.1 | -1%
COc1ccc(C(CNC(=O)CN2C(=O)NC3(CC(C)CC(C)(C)C3)C2=O)N2CCOCC2)cc1 (stereo not drawn) | 0.5 | 3% | -3% | 0 | 14 | 13% | -1% | 1.5 | 3%
C[C@H](NC(=O)c1[nH]cnc1C(=O)N[C@H](C)c1ccccc1)c1ccccc1 | 0.7 | -1% | -24% | 10 | 9 | 17% | -3% | -0.2 | 7%
CNC(=O)NNC(=O)c1onc(-c2c(Cl)cccc2Cl)c1C(=O)OC | 0.6 | -1% | -4% | 0 | 6 | 24%[57.1 µM] | 5% | 1.1 | 8%[57.1 µM]
Cc1nnc(SCC(=O)Nc2cc(C(C)(C)C)nn2-c2ccccc2)s1 | -0.1 | 25% | 0% | 1 | 3 | -7% | -3% | 0.2 | -8%
COc1cc(NC(=O)COc2ccc(F)cc2)nc(OC)n1 | -0.2 | 3% | -3% | -1 | -4 | 11% | 3% | -1.1 | 10%
Cc1ccccc1NC(=O)c1ccccc1NC(=O)Cc1cccc2ccccc12 | 2.9 | -5% | -8% | 1 | -19 | 17% | 7% | 3.5 | 1%
COc1ccc2c(c1)c1c(c(=O)n(Cc3ccccc3)c(=O)n1CC(=O)Nc1ccccc1OC)n2C | -0.2 | 4% | -13% | -3 | x | 10% | -12% | 0.9 | 5%
Cc1csc2c(N3CCN(S(=O)(=O)c4ccc(Cl)cc4)CC3)ncnc12 | 0.1 | 0% | 1% | 2 | -4 | 33% | -3% | 1.5 | 9%
Clc1ccc(-n2c(SCc3nc4ccccc4[nH]3)nnc2-c2ccncc2)cc1 | -0.2 | 2% | -7% | -3 | -4 | 9% | 6% | 0.2 | -7%
CC(C)CC(=O)Nc1nnc(SCc2cc(=O)n3ccccc3n2)s1 | 0.3 | -3% | -1% | 5 | x | 7%[57.1 µM] | -13% | x | -1%[57.1 µM]
CC(=NNC(=S)N1CCCCCC1)c1cccc2cccnc12 | x | -9% | -26% | x | x | -6%[11.4 µM] | 2% | x | 8%[57.1 µM]
COc1ccc(-n2nc(C(=O)Nc3ccc4c(c3)OCO4)c3ccccc3c2=O)cc1 | 0.5 | u | u | 17 | 24 | -1% | 7% | 0.2 | -9%
COc1ccccc1NS(=O)(=O)c1cc(C(=O)N2CCCC2)ccc1F | 0.2 | 0% | -3% | 0 | 9 | -7% | 4% | 0.1 | 8%[57.1 µM]
COc1ccc(N2C(=O)CC(c3ccccc3)C2=O)cc1 (stereo not drawn) | 0.0 | 0% | -12% | -4 | -4 | 9%[57.1 µM] | -1% | 0.2 | 7%[57.1 µM]
CC(=O)c1cccc(NC(=O)CC2S/C(=N/N=C3CCCCCC3)NC2=O)c1 (stereo not drawn) | 0.4 | -4% | -18% | 2 | 8 | 3%[57.1 µM] | -6% | 0.1 | 0%[57.1 µM]
CC(NC(=O)c1nn(C)c2c1CSc1ccccc1-2)c1ccccc1 (stereo not drawn) | 0.4 | -5% | -18% | 1 | x | 21% | 0% | 1.0 | 1%
Oc1ccccc1CNCCCN1CCOCC1 | 0.7 | 0% | -17% | 8 | -11 | 18% | 3% | 1.3 | 6%[57.1 µM]
c1ccc(CNc2c(-c3cccc(SC4CCCCC4)c3)nc3ccccn23)cc1 | x | -1% | -4% | x | x | 55% | 0% | x | 58%[activator]
Cc1ccc(CSCCNS(=O)(=O)c2ccccc2)cc1 | -2.3 | 0% | -4% | 1 | -9 | -8% | 3% | -0.6 | -6%
O=[N+]([O-])c1ccc(S(=O)(=O)N2CCN(C3CCN(Cc4ccccc4)CC3)CC2)cc1 | 0.2 | 8% | -18% | -8 | -13 | 13%[57.1 µM] | 2% | -0.3 | 5%[57.1 µM]

Continued (3 carried over from the part before).
SMILES | TRHR agonist | Pin1 inhibitor | USP1 inh | TRHR PAM | D2 antagonist | TrxR1 inh | mIDH1 inhibitor | D2 ag | TrxR1 substrate
c1ccc(CNc2c(-c3cccc(SC4CCCCC4)c3)nc3ccccn23)cc1 | x | -1% | -4% | x | x | 55% | 0% | x | 58%[activator]
Cc1ccc(CSCCNS(=O)(=O)c2ccccc2)cc1 | -2.3 | 0% | -4% | 1 | -9 | -8% | 3% | -0.6 | -6%
O=[N+]([O-])c1ccc(S(=O)(=O)N2CCN(C3CCN(Cc4ccccc4)CC3)CC2)cc1 | 0.2 | 8% | -18% | -8 | -13 | 13%[57.1 µM] | 2% | -0.3 | 5%[57.1 µM]
CCOc1ccc(N(CC(=O)Nc2cccc(Cl)c2)S(=O)(=O)c2c(C)noc2C)cc1 | 1.1 | u | 0% | 6 | -8 | -9% | -7% | -1.0 | -13%
CC(=O)c1c(C)[nH]c(C(=O)N2CCCCCC2)c1C | 0.3 | -3% | 4% | 0 | -6 | -12% | -3% | 0.3 | -3%
COCCn1nnnc1CN1CCC(NC(=O)c2ccc(Br)cc2)CC1 | 0.0 | -7% | 1% | -9 | x | -7% | -7% | x | -7%
Cc1cc(Nc2ccc(Br)c(C)c2)n2nc(C)nc2n1 | -0.2 | -2% | -2% | -1 | -9 | 5%[57.1 µM] | -3% | -1.9 | 5%[57.1 µM]
Cc1cccc(C(=O)NC(C(=O)Nc2cccc(S(=O)(=O)N3CCCC3)c2)C(C)C)c1 (stereo not drawn) | 1.0 | 7% | -21% | -2 | -2 | -9% | -4% | 1.0 | -13%
CCN1CCN(CC(=O)Nc2c(OC)cccc2OC)CC1 | -0.2 | 1% | -9% | 4 | 11 | 20%[57.1 µM] | 2% | 0.9 | -8%[57.1 µM]
Cc1ccc(-n2ncc(C(=O)N3CCN(c4cc(Cl)ccc4C)CC3)c2C2CCN(C(=O)OC(C)(C)C)CC2)cc1 | -1.9 | 5% | 6% | 9 | x | 6% | -2% | -0.3 | 0%
CN(C)C(=O)c1cc(C(=O)c2ccc(F)cc2C(F)(F)F)c[nH]1 | -0.3 | -7% | -19% | 15 | -18 | -10% | -5% | 0.3 | -9%
COc1ccc(/C(C)=N\NC(=O)C(c2ccncc2)N2CCOCC2)cc1 (stereo not drawn) | 0.4 | 2% | 8% | -10 | -5 | 2%[11.4 µM] | 16% | -1.2 | 7%[57.1 µM]

Screening data (PubChem)
